Screening results (PubChem BioAssay)
Rab7 wt modul: modulators of GTP binding to dog Rab7 wildtype GTPase; 190,000 compounds, 0.055% hits; GTP binding activity (percent of control), % at 10 µM; AID 758; GST-Rab7 beads, fluorescent GTP binding, flow cytometry; actives lie on both sides; untreated = 100%, excess cold GTP = 0%;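 active = fluorescent GTP binding to Rab7 beads changed by at least 20 points from the 100% baseline, either direction, mostly lower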;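 note: median green fluorescence of bound Bodipy-FL-GTP per Rab7 bead population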
Bim-Bcl-XL: human Bim-Bcl-XL interaction inhibition. inhibition, % at 10 µM. Bim peptide-Bcl-XL binding, bead flow cytometry, fluorescence. Q07817. 190,000 compounds, 0.04% hits
Cdc42 wt GTP: modulators (inhibitors or activators) of GTP binding to human Cdc42 wildtype. P60953. GST-Cdc42 beads, Bodipy-GTP binding, flow cytometry; actives lie on both sides. percent activity (GTP binding), % at 10 µM. 190,000 compounds, 0.2% hits. AID 761;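 active = percent activity GTP binding at least 20 points away from the 100% baseline, either down as inhibitor or up as activator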;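 note: median bead fluorescence of bound Bodipy-FL-GTP at 100 nM; 0% = excess unlabeled GTP control and 100% = no compound control; below 100% means less GTP binding so inhibitor and above means activator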
Rac1 mut GTP: human Rac1 activated mutant GTP binding change; P63000; GST-Rac1 activated beads, fluorescent GTP binding, flow cytometry; actives lie on both sides; 100% means binding = to untreated wells; percent activity (GTP binding), % at 10 µM; 190,000 compounds, 0.11% hits; AID 764;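 active = GTP binding at least 20 percentage points away from the 100% baseline, in either direction, so actives lie on both sides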
Bcl-B Bim block: human Bim-Bcl-B interaction inhibition; AID 951; 190,000 compounds, 0.073% hits; bead-based flow cytometry, Bim peptide-Bcl-B binding; Q9HD36; inhibition, % at 10 µM;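 note: 0% = tracer peptide without compound and 100% = reference inhibitor peptide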
Target sequence (Q9HD36 whole entry, looked up): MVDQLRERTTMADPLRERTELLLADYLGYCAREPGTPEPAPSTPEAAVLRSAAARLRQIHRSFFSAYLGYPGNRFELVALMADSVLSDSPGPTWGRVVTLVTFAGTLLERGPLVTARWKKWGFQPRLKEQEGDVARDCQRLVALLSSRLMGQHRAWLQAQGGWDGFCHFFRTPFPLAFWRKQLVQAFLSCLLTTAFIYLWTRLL
Bim-Bcl-2: human Bim-Bcl-2 interaction inhibition | Bead-based flow cytometry, Bim peptide-Bcl-2 binding | 190,000 compounds, 0.06% hits | inhibition, % at 10 µM; in the data active = inhibition above about 40%;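 note: 0% = no compound wells with probe peptide and 100% = reference peptide inhibitor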
Target sequence (P10415 whole entry, looked up): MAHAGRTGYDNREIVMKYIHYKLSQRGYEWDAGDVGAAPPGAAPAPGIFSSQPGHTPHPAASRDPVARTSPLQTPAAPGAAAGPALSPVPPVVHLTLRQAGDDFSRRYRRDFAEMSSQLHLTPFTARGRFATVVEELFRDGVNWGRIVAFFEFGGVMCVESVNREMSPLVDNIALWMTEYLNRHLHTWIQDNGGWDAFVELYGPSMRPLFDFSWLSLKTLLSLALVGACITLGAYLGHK
Bim-Bfl-1: inhibitors of Bim-Bfl-1 interaction, human; inhibition, % at 10 µM; Q16548; AID 1008; Bead-based flow cytometry, Bim-Bfl-1 binding inhibition; 190,000 compounds, 0.12% hits;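 note: 0% = wells without compound plus tracer and 100% = blocker peptide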
HRas wt GTP bind: human HRas wildtype GTP binding, change in either direction; P01112; GST-Ras wt beads, Bodipy-FL-GTP binding, flow cytometry; actives lie on both sides; GTP binding activity, % at 10 µM; 190,000 compounds, 0.14% hits;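 active = GTP binding activity at least 20% away from the 100% baseline, either lowered as inhibitor or raised as activator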;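 note: 0% = unlabeled GTP competition control and 100% = no-compound control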
Target sequence (P01112 whole entry, looked up): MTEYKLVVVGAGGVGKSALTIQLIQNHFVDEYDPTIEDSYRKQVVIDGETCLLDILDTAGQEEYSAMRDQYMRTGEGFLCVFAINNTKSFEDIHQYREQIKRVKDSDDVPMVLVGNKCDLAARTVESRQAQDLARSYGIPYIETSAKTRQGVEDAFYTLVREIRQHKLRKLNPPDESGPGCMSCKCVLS
Rac1 wt GTP bind: alters GTP binding to wildtype human Rac1; GTP binding activity (% of control), % at 10 µM; 190,000 compounds, 0.27% hits; P63000; AID 757; GST-Rac1 beads, fluorescent GTP binding, flow cytometry; actives lie on both sides; 0 = cold GTP competed, 100 = untreated;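 active = GTP binding activity at least 20 points away from the 100% control level, either lower or higher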
Rab2A wt mod: changes GTP binding to wildtype dog Rab2A, up or down; P61105; GST-Rab2 wt beads, Bodipy-GTP binding, flow cytometry; GTP binding activity, % at 10 µM; 190,000 compounds, 0.19% hits;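 active = GTP binding activity at least 20 points away from 100%, either lowered or raised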;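 note: 0% = beads with excess unlabeled GTP and 100% = no-compound control corrected for plate trend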
Bcl-W Bim block: disrupts Bim peptide binding to human Bcl-W; inhibition, % at 10 µM; 190,000 compounds, 0.02% hits; Q92843; bead-based flow cytometry;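 note: 0% = bound tracer without compound and 100% = peptide blocker; higher means less fluorescent Bim peptide bound to Bcl-W beads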
Target sequence (Q92843 whole entry, looked up): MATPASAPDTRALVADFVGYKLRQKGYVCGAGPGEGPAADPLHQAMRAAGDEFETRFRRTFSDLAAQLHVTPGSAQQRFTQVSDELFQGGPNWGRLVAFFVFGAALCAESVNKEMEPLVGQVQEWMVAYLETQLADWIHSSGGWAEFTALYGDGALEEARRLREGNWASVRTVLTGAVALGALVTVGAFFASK
Active calls of the source: *; x = no result given. Cut-off read from the data, not from the text of the source, unless noted: active = inhibition above about 40%.

Molecule,Rac1 mut GTP,Rab7 wt modul,Cdc42 wt GTP,Bim-Bfl-1,Bcl-W Bim block,Bim-Bcl-2,HRas wt GTP bind,Rac1 wt GTP bind,Rab2A wt mod,Bim-Bcl-XL,Bcl-B Bim block
Clc1ccc(Nc2ncnc3c2cnn3-c2ccccc2)cc1,99,100,102,-5,-3,-5,100,104,98,-8,-4
CN(Cc1ccccc1)C(=O)C(C(=O)c1ccc(F)cc1)n1cc(Cl)ccc1=O (stereo not given),95,93,96,0,-3,0,93,93,95,-3,-2
O=C(O)C1Cc2ccccc2CN1C(=O)COc1ccc(Br)cc1 (stereo not given),94,95,93,-2,0,-1,93,98,92,-3,-3
CCC(C)NC(=O)CS(=O)(=O)Cc1nc(-c2cccc(OC)c2)oc1C (stereo not given),96,95,100,-5,1,-4,97,96,97,-5,-4
CC1=C(C(=O)OCc2ccccc2)C(c2ccsc2)NC(=O)N1C (stereo not given),91,106,90,-3,-1,-2,94,95,94,-3,0
CCN(CC)S(=O)(=O)c1cc([N+](=O)[O-])ccc1N1CCC(C(N)=O)CC1,98,107,97,-3,-1,0,100,100,102,-4,-3
NC(CO)(CO)COCc1ccccc1,95,100,98,-6,-4,-6,97,100,96,-1,-2
O=C(CCCNS(=O)(=O)c1cccc2nsnc12)NCCN1CCN(c2ccccc2F)CC1,95,93,96,-4,-3,-3,95,96,97,-1,-2
CCOC(=O)C1CCN(C(=S)Nc2cc(C)ccc2C)CC1,99,103,103,-13,-8,-9,99,105,96,-10,-10
CCN(CC)CCNC(=O)CCCNC(=O)Cn1cnc2sc(C)c(C)c2c1=O,101,104,107,0,-1,0,104,104,103,-5,0
Cn1c(SCC(=O)NCc2cccs2)nnc1-c1ccc(S(=O)(=O)N2CCCC2)cc1,99,102,102,-13,0,-12,103,107,102,-5,-6
O=C(NC(=S)NCc1ccccc1)c1ccccc1,91,95,92,-6,-1,-3,95,97,92,-3,-4
COCCn1c(-c2ccc(-c3ccc([N+](=O)[O-])cc3Br)o2)nc2c1c(=O)[nH]c(=O)n2CC(C)C,92,97,91,12,6,4,90,92,91,7,-26
O=C(COC(=O)c1cccnc1)Nc1cccc(Cl)c1,97,99,99,-7,-1,-6,98,99,97,-5,-8
O=[N+]([O-])c1cccc(CSc2ncnc3ccccc23)c1,93,98,94,-7,0,-2,97,99,94,0,-7
COC(=O)c1ccc(-c2nc3ccccc3[nH]2)cc1,104,106,105,-1,-2,-1,102,113,99,-6,-7
Cc1cccnc1NC(=O)c1ccc(S(=O)(=O)N2CC(C)OC(C)C2)cc1 (stereo not given),95,100,97,-5,-2,-3,99,96,97,-2,-5
C=CCOc1ccc(CNc2nn[nH]n2)cc1,97,95,96,2,1,4,96,96,97,0,4
Cn1c(=O)oc2cc(S(=O)(=O)NCCN3CCc4ccccc4C3)ccc21,96,102,101,-6,-3,-5,100,102,99,-4,-4
CC(C)(C)N(Cc1ccccc1)C(=O)CSc1nc2ccccc2c(=O)[nH]1,96,96,98,-5,-3,-1,97,99,97,-2,-2
CS(=O)(=O)Nc1ccc(C(=O)NC2CCCCC2)cc1,96,95,98,-7,0,-4,97,98,96,-2,-4
COc1ccc(C(=O)COC(=O)c2cc(S(=O)(=O)NCc3ccccc3)ccc2O)cc1,89,100,89,-6,0,-1,92,89,91,-3,-3
CC1CC(C)(C)CC2(C1)NC(=S)N(c1ccccc1)N2 (stereo not given),99,98,101,-8,6,-4,99,105,98,1,-9
Cc1cccc(Nc2ncc3c(n2)CC(c2ccco2)CC3=O)c1 (stereo not given),93,97,96,-1,4,-2,95,98,94,-1,-7
COc1ccccc1-n1cc(C(=O)NCC(=O)N2CCN(c3ccccc3)CC2)c2ccccc2c1=O,96,92,102,-11,3,-3,100,100,96,-2,-1
CCN(CC1COc2ccccc2O1)S(=O)(=O)c1ccc(C)cc1 (stereo not given),99,96,95,-1,-2,-1,98,98,100,-5,-2
CN(C)CCNC(=O)c1cccc(NS(=O)(=O)c2ccc(Cl)c(Cl)c2)c1,97,104,97,-4,-1,-1,100,102,98,0,-2
CC(C)c1c(O)nc(SCCN2CCOCC2)[nH]c1=O,99,100,101,-19,-1,-11,100,100,97,-5,-7
O=c1c2c(ncn1CCO)nc1n2CCC1,100,102,103,-1,-3,1,106,109,101,-4,-5
Cc1cc(C)n2c(Nc3ccc4c(c3)OCCO4)c(-c3ccc(C)o3)nc2n1,98,96,101,2,4,-5,98,101,97,-2,-7

Record cards, from the list above. Values in the order: Rac1 mut GTP	Rab7 wt modul	Cdc42 wt GTP	Bim-Bfl-1	Bcl-W Bim block	Bim-Bcl-2	HRas wt GTP bind	Rac1 wt GTP bind	Rab2A wt mod	Bim-Bcl-XL	Bcl-B Bim block
Profile of `CC1CC(C)(C)CC2(C1)NC(=S)N(c1ccccc1)N2` (stereo not given) : 99	98	101	-8	6	-4	99	105	98	1	-9
Profile of `CCN(CC1COc2ccccc2O1)S(=O)(=O)c1ccc(C)cc1` (stereo not given) : 99	96	95	-1	-2	-1	98	98	100	-5	-2
Profile of `CC(C)(C)N(Cc1ccccc1)C(=O)CSc1nc2ccccc2c(=O)[nH]1` : 96	96	98	-5	-3	-1	97	99	97	-2	-2

(continued)
Molecule,Rac1 mut GTP,Rab7 wt modul,Cdc42 wt GTP,Bim-Bfl-1,Bcl-W Bim block,Bim-Bcl-2,HRas wt GTP bind,Rac1 wt GTP bind,Rab2A wt mod,Bim-Bcl-XL,Bcl-B Bim block
CC1=C(OC(=O)C(C)(C)C)C(C)(C)C(c2ccccc2)OC1=O (stereo not given),99,102,99,-2,-1,-1,101,100,100,-2,-6
CCCCNC(=O)CSc1nnc(Cc2ccccc2)n1CC1CCCO1 (stereo not given),97,103,98,-7,-3,-5,101,101,99,-3,-3
O=C1C=C(Nc2ccc(Cl)cc2)CC(c2ccccc2)C1 (stereo not given),100,96,98,2,-1,1,100,101,97,-3,-1
O=C(NCC(c1cccnc1)N1CCN(c2ccc(F)cc2)CC1)c1ccc2c(c1)OCO2 (stereo not given),95,98,96,-9,0,-8,97,96,96,-7,-12
CCS(=O)(=O)c1ccc2oc(Nc3ccc(OC)cc3)nc2c1,99,106,99,-2,-3,-1,98,101,98,-2,-2
COC(=O)c1nc2n(n1)C(c1cc(OC)ccc1OC)C(C(=O)OC1CCCCC1)=C(C)N2 (stereo not given),98,103,100,-3,-1,-3,102,104,99,-1,-2
CC1(C)CC(=O)C2=C(C1)N(Cc1ccco1)C(=O)NC2(C(F)(F)F)C(F)(F)F,97,99,99,-5,3,-1,100,95,98,1,-6
COc1cccc(-n2c(SCC(N)=O)nc3c([nH]c4ccccc43)c2=O)c1,102,101,108,0,-1,0,108,107,107,0,-1
CCn1nc(CCC(=O)O)c2ccccc2c1=O,100,102,103,x,x,x,102,105,101,-1,x
Cc1ccccc1NC(=O)c1ccc(F)c(S(=O)(=O)N2CCCCC2)c1,101,101,101,3,-1,0,99,100,97,-3,3
Cc1cc(Br)ccc1SCC(=O)OCC(=O)Nc1ncc(C(F)(F)F)cc1Cl,98,89,92,5,-2,0,97,95,95,-5,-3
Cc1sc(NC(=O)c2ccco2)c(C(c2cccnc2)N2CCN(c3ccc(F)cc3)CC2)c1C (stereo not given),98,99,98,4,3,3,99,105,102,2,0
CCc1ccccc1NC(=O)c1ccc(-n2c(C)ccc2C)cc1,102,101,105,0,-1,-1,102,106,102,0,2
COc1ccc(-c2cc(=Nc3c(C)n(C)n(-c4ccccc4)c3=O)c3ccccc3o2)cc1,96,103,100,-4,0,-5,98,102,99,-1,-6
C=CCn1c(NCCO)nc2c1c(=O)n(C)c(=O)n2C,96,98,100,-10,0,-8,100,100,97,-1,-7

A draw from above in order of length of the SMILES, highest first.
Molecule,Rac1 mut GTP,Rab7 wt modul,Cdc42 wt GTP,Bim-Bfl-1,Bcl-W Bim block,Bim-Bcl-2,HRas wt GTP bind,Rac1 wt GTP bind,Rab2A wt mod,Bim-Bcl-XL,Bcl-B Bim block
Cc1sc(NC(=O)c2ccco2)c(C(c2cccnc2)N2CCN(c3ccc(F)cc3)CC2)c1C (stereo not given),98,99,98,4,3,3,99,105,102,2,0
COc1cccc(-n2c(SCC(N)=O)nc3c([nH]c4ccccc43)c2=O)c1,102,101,108,0,-1,0,108,107,107,0,-1
CC1=C(OC(=O)C(C)(C)C)C(C)(C)C(c2ccccc2)OC1=O (stereo not given),99,102,99,-2,-1,-1,101,100,100,-2,-6

(more compounds)
Molecule,Rac1 mut GTP,Rab7 wt modul,Cdc42 wt GTP,Bim-Bfl-1,Bcl-W Bim block,Bim-Bcl-2,HRas wt GTP bind,Rac1 wt GTP bind,Rab2A wt mod,Bim-Bcl-XL,Bcl-B Bim block
COC(=O)COc1ccccc1C(N)=O,101,102,107,-9,0,-6,106,108,104,-5,-5
CCN1CCCC1Cn1cnc2c([nH]c3cccc(Cl)c32)c1=O (stereo not given),100,102,103,-2,-3,0,102,101,102,-3,0
COc1c2c(nc3ccccc13)OC(C(C)(O)COC(C)=O)C2 (stereo not given),95,94,96,-11,0,-6,96,93,94,4,-4
CN(C)C(=O)N1CCC(C(=O)NCc2ccc3c(c2)OCO3)CC1,98,102,101,-7,2,-7,100,101,99,-1,-7
Cc1ccc(OCc2nc3c4c(ncn3n2)-c2ccccc2CC42CCCC2)cc1,101,98,105,-16,-2,-8,100,104,100,-7,-8
CN(C)C(=O)CSc1nnc(Cc2ccccc2)n1CC1CCCO1 (stereo not given),94,94,95,-7,1,-2,95,96,94,-3,-7
Cc1[nH]ccc(=O)c1OCc1c(F)cccc1Cl,97,92,94,-6,1,-1,95,97,95,0,-6
O=C(Nc1ccc(OC(=O)c2ccco2)cc1)c1ccco1,97,101,104,-8,-4,-9,100,110,97,-7,-9
CCc1nnc(NC(=O)CSc2nnc3c(n2)[nH]c2ccccc23)s1,92,91,93,-4,1,-3,91,92,91,-2,-2
O=C(COC(=O)c1ccc(CNS(=O)(=O)c2ccc(F)c(Cl)c2)cc1)NCC1CCCCC1,100,99,100,-16,-1,-7,99,103,98,-3,-6
